# High-throughput results: PubChem, several laboratories
# PfHsp90 yeast 2: growth inhibition of yeast expressing Plasmodium Hsp90. S. cerevisiae expressing PfHsp90, BacTiter-Glo ATP, 48 h; yeast lacking PDR1 and PDR3 efflux regulators. inhibition, % at 9.4 µM. actives 0.32% (n = 310,000);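 active means every replicate shows inhibition above about 80%, whatever the replicate mean, limit read from the data; inconclusive means mean inhibition reaches the set limit but some replicate falls short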;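 further: 0% = DMSO neutral controls and 100% = 20 µM radicicol positive controls; yeast relying on Plasmodium falciparum Hsp90 in place of its own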
# Keap1 Nrf2 FP: Keap1-Nrf2 (human) interaction inhibition | Q14145 | Keap1 Kelch-Nrf2 peptide fluorescence polarization, 1536-well | inhibition, % at 9.4 µM | actives 0.15% (n = 340,000) | AID 504523; in the data active means inhibition above about 12%; inconclusive means no clear call, values can overlap the other calls; inactive means below about 7.3%;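 further: human Keap1 Kelch domain with fluorescein labeled Nrf2 9mer peptide probe; 0% = neutral control wells and 100% = peptide positive control; higher means more block of Keap1 binding to Nrf2 peptide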
# Mot1-301 SUMO: SUMOylation pathway inhibition by Mot1-301 growth rescue; S. cerevisiae Mot1-301 growth rescue, ATP luminescence, 38.5C; percent above DMSO median, 100 means doubled; growth rescue, % at 18.8 µM; actives 1% (n = 320,000);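 active means every valid replicate shows activation above 250% relative to neutral control wells; inactive means the rest, any valid replicate at or below 250%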;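 further: OY570 slx delta 5 strain wells were the positive control but not used for scaling; some compounds called inactive have numbers as strong as hits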
# RTF Ca sens act: cardiac RTF calcium sensitization; IANBD-labeled TnC RTF fluorescence at EC20 calcium; 0% EC20 calcium, 100% full calcium; activation, % at 7.2 µM; actives 0.24% (n = 340,000); AID 493008;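 active means activation above the mean over all tested compounds plus 3 SD, cut at about 30% in these data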;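 further: rise in fluorescence read as greater calcium sensitivity of cardiac thin filaments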
# Rtt109 HAT inh: blocks Candida albicans Rtt109/Vps75 acetyltransferase activity; Q5AAJ8; purified Rtt109/Vps75, ThioGlo CoA-SH fluorescence, 4 h; inhibition, % at 34.9 µM; actives 0.16% (n = 330,000);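 active means inhibition of at least 50% in every replicate; inconclusive means best replicate reaches 50% inhibition but some replicates fall short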
# dFosB activator: enhances mouse delta FosB homodimer DNA binding; purified delta FosB, TAMRA-CDK5 oligo fluorescence polarization; percent of positive-control signal above neutral wells; activation, % at 25 µM; actives 0.99% (n = 340,000); AID 493131;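 active means mean activation above about 17%, with every replicate also reaching it, limit read from the data, passing the limit was not always enough; inconclusive means only one of the two conditions met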;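 further: fluorescence polarization rise as delta FosB binds a TAMRA Cdk5 AP-1 oligo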
# Target sequence (P13346 whole entry, looked up): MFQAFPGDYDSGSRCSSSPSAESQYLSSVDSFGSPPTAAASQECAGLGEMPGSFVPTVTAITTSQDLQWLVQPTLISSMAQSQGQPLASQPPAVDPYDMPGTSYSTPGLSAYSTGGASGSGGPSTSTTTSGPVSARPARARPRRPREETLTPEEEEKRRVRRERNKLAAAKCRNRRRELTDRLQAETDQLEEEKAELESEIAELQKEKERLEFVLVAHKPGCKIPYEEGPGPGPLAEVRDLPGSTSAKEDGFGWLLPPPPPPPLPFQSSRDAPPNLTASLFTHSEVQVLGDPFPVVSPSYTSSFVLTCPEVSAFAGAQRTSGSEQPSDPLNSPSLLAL
# PvdQ inh: P. aeruginosa PvdQ acylase inhibition; actives 0.063% (n = 340,000); purified PvdQ acylase, fluorescence plate reader; inhibition, % at 10 µM; in the data active means inhibition above about 30%, passing the limit was not always enough; inconclusive means no clear call, values can overlap the other calls;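 further: 0% = vehicle neutral wells and 100% = reference inhibitor wells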
# LANA DNA inh: KSHV C-LANA DNA binding inhibition | MBP-C-LANA/FAM-LBS DNA binding, fluorescence polarization | inhibition, % at 9 µM | actives 0.078% (n = 340,000) | AID 504423;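 active means highest replicate inhibition at or above 60% at 9 µM, even if other replicates fall short; inactive means all replicates below 60% inhibition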;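 further: 0% = neutral control wells and 100% = 4 µM acridine orange control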
# Cardiac RTF inh: cardiac RTF calcium desensitization. IANBD-labeled cardiac RTF, Ca2+ fluorescence. inhibition, % at 7.15 µM. actives 0.12% (n = 340,000). AID 493244;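 active means inhibition above the mean inhibition of all tested compounds plus 3 SD, cut at about 17% in these data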;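 further: assay run at fixed EC70 calcium of 1.6 mM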
# NSD2 HMT inh: NSD2 (human) methyltransferase inhibition. O96028. NSD2 peptide methylation, AlphaScreen, 120 min. inhibition, % at 12.5 µM. actives 0.54% (n = 310,000). AID 743445; in the data active means inhibition above about 50%
# CDK5 p35 inh: CDK5/p35 (human) kinase inhibition; Recombinant CDK5/p35, ADP-Glo luminescence, 60 min; inhibition, % at 10 µM; actives 0.01% (n = 330,000);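 active means highest replicate inhibition of at least 50% and at least 75% of replicates reaching 50%; inconclusive means only one of the two criteria met; inactive means both criteria failed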;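 further: plate controls were DMSO neutral control for no effect and GW8510 at 10 µM for full effect; many of its hits are not listed in these tables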
# Target sequence (Q00535 whole entry, looked up): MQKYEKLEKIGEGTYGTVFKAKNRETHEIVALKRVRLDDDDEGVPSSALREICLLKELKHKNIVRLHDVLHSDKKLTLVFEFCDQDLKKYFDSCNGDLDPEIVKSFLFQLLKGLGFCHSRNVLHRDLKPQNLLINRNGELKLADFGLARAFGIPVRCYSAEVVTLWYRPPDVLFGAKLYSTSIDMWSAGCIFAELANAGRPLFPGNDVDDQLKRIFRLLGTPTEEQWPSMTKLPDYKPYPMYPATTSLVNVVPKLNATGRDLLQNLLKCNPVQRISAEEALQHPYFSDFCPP
# Target sequence (Q15078 whole entry, looked up): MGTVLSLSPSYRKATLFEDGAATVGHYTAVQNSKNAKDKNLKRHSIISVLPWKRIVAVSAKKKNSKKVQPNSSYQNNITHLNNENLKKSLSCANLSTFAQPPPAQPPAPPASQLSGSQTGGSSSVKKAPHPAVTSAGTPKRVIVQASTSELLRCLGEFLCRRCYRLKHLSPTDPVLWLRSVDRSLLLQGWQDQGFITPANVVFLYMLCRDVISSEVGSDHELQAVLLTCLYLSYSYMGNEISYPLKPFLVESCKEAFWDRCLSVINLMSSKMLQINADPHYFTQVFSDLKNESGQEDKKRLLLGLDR
# Numbers without * were called inactive; ? = inconclusive; nt = not tested or not shown.
# Screens in order – PfHsp90 yeast 2, Keap1 Nrf2 FP, Mot1-301 SUMO, RTF Ca sens act, Rtt109 HAT inh, dFosB activator, PvdQ inh, LANA DNA inh, Cardiac RTF inh, NSD2 HMT inh, CDK5 p35 inh
- CNS(=O)(=O)c1cccc(C(=O)NCC(c2cccs2)N2CCOCC2)c1 (centres undefined)
  26, -1, 240, -8, -4, 0, -14, 1.1, -13, 0, 0.9
- CC1CCc2c(sc(NC(=O)C(=O)NCc3ccco3)c2C#N)C1 (centres undefined)
  nt, -1, 11, 0, -11, ?, -5, -0.4, -10, 0, 0.7
- Cc1noc(NS(=O)(=O)c2ccc(N/C=C/C(=O)c3ccccc3)cc2)c1C
  nt, -5, 9, -1, 11, 1, -1, 1.0, -11, 7, -1.6
- CC1CCCN(C(=O)C2CCN(c3ncnc4c3nc3n4CCCCC3)CC2)C1 (centres undefined)
  13, 3, -19, 1, 2, -12, -8, -1.0, 0, 3, nt
- C/C(=C1/SC(N2CCOCC2)=NC1=O)c1ccc(Cl)cc1
  7, -6, 189, 15, 13, -3, -22, 0.1, 0, -1, 5.2
- CN(C)Cc1c(O)ccc2c(=O)c(-c3ccccc3Cl)coc12
  -5, -5, 41, 2, 3, -11, -14, -0.5, -4, 0, -1.7
- O=c1[nH]c(SCc2ccc(Cl)cc2)nc2ccccc12
  -8, -2, 1, -6, -8, -4, -17, -1.7, -6, -2, -0.4
- O=C(CCC(=O)N(CC(=O)NC1CCCCC1)Cc1cccs1)Nc1nccs1
  -9, -4, -9, 3, -17, 5, -1, -1.1, -14, 6, 0.9
- Cc1nn(-c2ccccc2)c(C)c1C(=O)OCC(=O)Nc1ccccc1F
  -12, -4, -14, -4, 1, 0, -6, 0.3, -2, 0, 1.6
- N=c1c(C(=O)NCc2ccc(F)cc2)cc2c(=O)n3ccccc3nc2n1Cc1cccnc1
  nt, 13*, -1, 8, nt, -13, 8, 23, -13, 27, -1.0
- CS(=O)(=O)N(CC(=O)Nc1cccc([N+](=O)[O-])c1)c1ccccc1
  -9, -1, -22, 1, 3, -5, 2, -1.3, 0, -1, 0.8
- C#CCn1c(-c2cccs2)nc2ccccc21
  3, -3, 225, -4, 20, 0, 9, -0.1, -7, -6, 2.9
- CCCCC(=O)Oc1c(S(=O)(=O)c2ccc(C)cc2)c(C)nn1C(C)(C)C
  -6, 1, 6, 2, -1, -9, -14, 0.0, -9, -5, 0.0
- COc1ccc(C2=CC(=O)C[C@H](c3ccc(OC)cc3)C2)cc1
  -19, -4, 0, 1, -5, -8, -5, 4.0, -9, nt, 0.7
- Cc1ccc(C(=O)OCC(=O)c2c(N)n(C)c(=O)n(C)c2=O)cc1S(=O)(=O)N1CCOCC1
  18, -2, -6, -6, -1, -3, 0, 0.3, -7, 1, -0.6
- CCOc1ccc(N(CC)S(=O)(=O)c2ccc3c(c2)n(C)c(=O)c(=O)n3C)cc1
  7, -1, nt, 8, 11, -5, 10, 0.1, -1, nt, -1.0
- O=C(NC1CCCC1)C(c1ccccc1)N(C(=O)c1csnn1)c1ccccc1F (centres undefined)
  8, 5, 58, 0, -6, -10, 2, 0.8, -12, -2, 0.4
- Cc1cc(C)n(-c2nnc(C)n2/N=C/c2ccc(O)cc2)n1
  -33, 2, 0, -2, 0, 2, -5, -0.9, -2, -1, -0.1
- COc1ccc(CN(CC2CCCO2)C(=O)CN2C(=O)COc3ccccc32)cc1OC (centres undefined)
  1, -1, 2, 1, 8, -2, -3, 0.1, 1, 2, 1.4
- CCC(C)c1ccc(C2C3=C(Nc4nc(N)[nH]c(=O)c42)c2ccccc2C3=O)cc1 (centres undefined)
  3, 0, -20, -4, 0, 33*, 1, -0.4, -4, nt, -1.6
- O=C(CN1CCN(C(c2ccccc2)c2ccccc2)CC1)N1CCN(c2ccccc2)CC1
  1, -5, 47, nt, 1, -20, -15, 0.0, nt, 4, 1.3
- O=C(CCCCCNC(=O)c1ccccc1)N/N=C/c1ccco1
  2, 1, -8, 2, nt, -3, -6, -0.5, -21, -2, -2.8
- CCOc1ccccc1NC(=O)CSc1nc2ccccc2nc1N1CCCC1
  14, 4, -9, 4, -7, -14, -8, 2.1, -8, nt, -1.6
- O=C(CCNC(=O)C1CCN(S(=O)(=O)c2ccc(F)cc2)CC1)NC1CC1
  17, -4, 14, 4, 5, -1, -3, 0.1, 4, -1, nt
- O=C1CCC(C(=O)OCc2nnc(-c3ccc(Cl)cc3)o2)=NN1
  13, 1, -11, 0, 15, -5, -10, -0.1, 5, -1, 1.9
- N/C(=N\OC(=O)CCn1cccc(C(F)(F)F)c1=O)c1ccc(Cl)cc1
  8, 1, 49, 2, 15, -3, 2, -1.9, -7, -3, -0.8
- Cn1cc(/C=N/n2cnc3scc(-c4ccc(Cl)cc4)c3c2=O)c2ccccc21
  52, -4, nt, -2, 3, -8, -8, -1.5, -8, nt, -0.8
- CC(C)N(C(=O)[C@H]1CC(CC(=O)NCCCn2ccnc2)C(=O)N2CCc3c([nH]c4ccccc34)[C@]12C)C(C)C (some centres undefined)
  -2, -7, 22, -7, 5, -15, 3, 0.6, -4, nt, -0.7
- COc1c(Cl)cc(-c2noc(C)c2C(=O)NCc2ccc3c(c2)OCO3)cc1Cl
  -21, 0, 4, 10, 0, -7, -11, -0.2, -11, nt, -2.4
- CSc1cc(-c2ccc(Cl)cc2)c(C(=O)NN)s1
  nt, -4, nt, -4, nt, -4, -7, -2.9, -3, 47, -0.9
- Nc1cc(N)nc(SCC(=O)Nc2ccc(Br)cc2Cl)n1
  5, -2, 4, -2, 0, -5, -12, 4.9, -9, nt, 0.0
- NC(=S)NC(=O)c1ccccc1
  -8, 2, -6, -2, -12, -3, 7, -1.2, 1, -2, 4.4
- O=[N+]([O-])c1ccc(-[n+]2nc(-c3ccccc3)nn2-c2ccccc2)cc1
  -6, -1, -23, 6, -1, -3, 1, -2.4, -7, 81*, 1.0
- Cc1nn(C(C)C(=O)Nc2sc3c(c2C#N)CCCC3)c(C)c1[N+](=O)[O-] (centres undefined)
  -23, 0, 103, -4, 1, 0, 18, -0.4, -5, 1, -0.7
- CCCc1cc(=O)[nH]c(SCC(=O)Nc2ccc(OC)c(S(=O)(=O)N3CCCCC3)c2)n1
  2, 0, -4, 8, 0, -19, -8, -0.1, -7, 3, 0.6
- Cc1ccc(C)c(C(=O)COC(=O)Cn2[nH]c(=O)c3ccccc3c2=O)c1
  nt, 1, -6, 6, 2, -13, -12, 2.5, -6, 2, -2.1
- CCC(COC)NC(=O)CCc1nnc(Cc2c[nH]c3ccccc23)o1 (centres undefined)
  6, -4, 27, -5, -2, -8, -12, 4.9, -14, -1, -1.1
- COc1ccc(OC)c(NC(=O)c2ccc(Cl)cc2)c1
  8, 0, -11, -1, 8, 1, 20, 0.9, 7, 0, 6.7
- Cc1nc(N2CCOCC2)c2c(C)c(C(=O)Nc3ccc(C(F)(F)F)cc3)sc2n1
  13, -1, -10, 4, 39, -9, 5, 0.0, 6, -6, -2.2
- CCOc1ccc(CCNC(=O)c2c(C)noc2C)cc1OCC
  0, -1, 132, -5, 5, 6, -7, 0.6, 1, 1, -0.3
- Cc1nnc(SCC(=O)NC2CCS(=O)(=O)C2)n1-c1ccccc1 (centres undefined)
  -3, 1, -7, -1, 1, -2, 2, -2.4, -9, 0, 0.1
- COC(=O)COc1ccc2oc(=O)cc(-c3cc4cccc(OC)c4o3)c2c1
  -3, 2, 12, -5, -16, 52*, -10, 0.6, 9, 1, 1.4
- c1cnc2nc(CSc3ncn[nH]3)cn2c1
  -1, -3, -3, 3, -1, -11, -16, -2.1, 2, 2, 0.4
- COc1ccc(NC(=O)CN2C(=O)NC3(CC(C)CC(C)(C)C3)C2=O)cc1S(=O)(=O)N1CCCCC1 (centres undefined)
  -18, -4, -1, -10, 12, -17, -10, 0.9, -2, 0, -0.1
- CCCNC(=O)N1CCCC(C(=O)c2cccc(Cl)c2)C1 (centres undefined)
  -3, -2, 8, 5, nt, -4, 11, 1.0, -4, 6, -0.4
- Cc1nccn1CCCN1C(=O)CNC1=S
  -9, -5, -2, -2, 3, 4, -13, 0.7, -4, 0, -0.3
- O=C(COC(=O)c1ccc2c(c1)OCO2)Nc1nc(-c2ccccc2)cs1
  -14, -6, -12, -4, -1, 9, -14, -0.4, -3, 1, 0.9
- O=C(COc1ncnc2scc(-c3ccccc3)c12)NC1CCCc2ccccc21 (centres undefined)
  -3, -1, 11, 12, 4, -2, -18, 1.7, 2, 2, -1.9
- O=S(=O)(Nc1cc(S(=O)(=O)N2CCOCC2)ccc1N1CCCC1)c1cccs1
  -2, 0, nt, -1, 2, -4, -4, 0.6, -7, -3, -4.2
- Cc1nnc(SCC(=O)NC(=O)NCc2ccco2)s1
  -10, 3, 209, -4, 6, -4, -11, 0.0, 6, 2, -1.3
- COC(Cc1n[nH]c(=S)n1-c1ccc(Cl)cc1)OC
  11, 2, -14, -2, -1, 2, -10, -0.9, -10, nt, 0.7
- COc1ccc(C(C)(C)C)cc1NC(=O)CCc1c(C)noc1C
  5, -3, 16, -7, -2, -6, -16, -0.1, -4, -2, 1.0
- C/C(=N\Nc1cccc(Cl)c1)c1ccc(-n2ccnc2)cc1
  -3, -3, 130, -5, 2, 0, -8, 0.7, -2, 3, 0.8
- CCCn1c(CNC(=O)c2ccccc2)nc2ccccc21
  -2, 2, 8, -2, -4, 3, -12, 0.7, 0, -4, 1.6
- CN1CCN(c2ccccc2/C=C2/C(=O)Nc3ccccc32)CC1
  -4, 1, 3, 0, -4, 2, 8, -0.1, -7, 18, 2.8
- O=C(C1CCC1)N1CCc2cc(S(=O)(=O)NCc3ccco3)ccc21
  18, 3, -15, 4, -3, 3, -23, 0.7, 1, -1, -0.1
- O=C(CNc1cccc(Cl)c1)c1ccc(Br)cc1
  11, 6, -17, -6, -8, -11, -3, 0.2, -9, -6, 0.0
- CC1CCCCN1C(=O)CSc1nc2cc3c(cc2c(=O)n1Cc1ccc2c(c1)OCO2)OCO3 (centres undefined)
  nt, -6, -12, -2, -19, -4, -2, 0.4, 5, -2, -2.8
- CC1CCN(S(=O)(=O)c2ccc(NC(=O)Cc3ccccc3)cc2)CC1
  9, 3, -5, 1, nt, -4, -12, -1.1, -5, -3, -2.1
- CC[C@H](C)[C@H]1CNC(=S)N1CC1CCN(CC2CCC(C)CC2)CC1 (some centres undefined)
  8, -2, nt, 0, 16, -6, -3, 1.1, 1, nt, -2.3
- COc1ccc(C2/C=C\CN(C(=O)OCC3c4ccccc4-c4ccccc43)CC(=O)N2Cc2cccc(F)c2)cc1 (centres undefined)
  -18, -7, nt, -2, -3, -18, -3, -1.2, -2, nt, 1.9
- COc1ccc(CCNC(=O)Cn2cnc3c2c(=O)n(C)c(=O)n3C)cc1OC
  -19, -4, -10, 4, 5, -4, -15, -1.9, -22, 41, -0.6
